High-throughput results as filed in PubChem.
Tb MetRS inh: blocks T. brucei methionyl-tRNA synthetase activity; inhibition, % at 11.9 µM; actives 0.4% (n = 360,000); purified T. brucei MetRS, ATP depletion, Kinase-Glo luminescence; AID 624268;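 active = inhibition above a per-plate cutoff of the control wells' mean inhibition plus 3 SD, cut at about 5.5% in these data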;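 also: 0% = DMSO wells median and 100% = median of wells with control inhibitor compound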
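Test system – parasite MetRS enzyme · Reagent – substrates ATP, L-methionine and bulk Escherichia coli tRNA · Doses – 11.9 µM compound single dose, 0.9% DMSO · Times – 15 min enzyme-compound preincubation, 2 h reaction, 10 min detection, 25 °C · Signal – Kinase-Glo luminescence, ATP depletion format · Controls – DMSO-only wells as low control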
MsrA act: activates bovine MsrA enzyme | purified bovine MsrA, absorbance read-out | activation, % at 10.6 µM | actives 0.3% (n = 360,000); in the data active = activation above about 7.5%;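 also: 0% = vehicle and 100% = reference activator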
NRP1-CendR mod: NRP-1/CendR interaction modulation; FAM-RPARPAR peptide binding to NRP-1, fluorescence polarization; inhibition, % at 25 µM; actives 0.85% (n = 360,000); O14786;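 active = inhibition or corrected inhibition above about 18%, plus a signal ratio from 0.5 to 1.5, limit read from the data, passing the limit was not always enough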; also: strong numbers were not always called active
PABP1 MLLE inh: inhibitors of microRNA-mediated deadenylation, human PABP1 MLLE binding; AID 588489; GST-MLLE / FITC-PAM2 fluorescence polarization; P11940; actives 0.36% (n = 360,000); inhibition, % at 20 µM; in the data active = inhibition above about 35%, passing the limit was not always enough;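 also: plate controls were DMSO wells with GST-MLLE for no effect and wells lacking GST-MLLE protein for full effect; some results filed as inactive read as strong as hits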
Target sequence (P11940 whole entry, looked up): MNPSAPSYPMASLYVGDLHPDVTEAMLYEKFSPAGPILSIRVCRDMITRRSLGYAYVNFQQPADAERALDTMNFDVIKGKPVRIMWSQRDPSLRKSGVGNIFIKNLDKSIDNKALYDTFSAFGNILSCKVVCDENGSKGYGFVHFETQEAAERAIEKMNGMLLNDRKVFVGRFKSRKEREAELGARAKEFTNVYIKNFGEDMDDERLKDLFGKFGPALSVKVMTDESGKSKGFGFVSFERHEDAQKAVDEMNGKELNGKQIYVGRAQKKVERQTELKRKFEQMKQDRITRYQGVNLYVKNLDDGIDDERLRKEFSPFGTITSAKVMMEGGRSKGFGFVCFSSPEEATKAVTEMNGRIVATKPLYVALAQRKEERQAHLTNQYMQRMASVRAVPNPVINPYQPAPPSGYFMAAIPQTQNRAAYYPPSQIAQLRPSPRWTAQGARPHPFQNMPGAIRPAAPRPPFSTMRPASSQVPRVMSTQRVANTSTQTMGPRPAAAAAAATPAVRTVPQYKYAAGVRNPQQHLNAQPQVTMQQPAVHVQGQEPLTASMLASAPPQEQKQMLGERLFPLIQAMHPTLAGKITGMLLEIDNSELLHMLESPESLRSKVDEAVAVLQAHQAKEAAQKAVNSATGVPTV
MT1-MMP act inh: blocks activation of human MT1-MMP; P50281; HT1080 RFP-PRO-GFP cells, GFP/RFP ratio fluorescence, overnight; percent of plate control window, DMSO zero; GFP/RFP ratio change, % at 20 µM; actives 0.061% (n = 360,000);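 active = GFP/RFP ratio change of at least 30% with cell ATP level not reduced by more than half and red fluorescence within 50% of control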; also: strong numbers were not always called active
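Compound: 20 µM single dose, 1% DMSO / System: HT1080 RFP-PRO-GFP cells / Controls: DMSO and RFP-L50D-GFP cell wells / Read-out basis: GFP/RFP fluorescence ratio / Schedule: overnight compound exposure at 37 °C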
FAS-TE inh: FAS thioesterase (human) inhibition. recombinant FAS-TE, OMFH fluorogenic substrate, fluorescence endpoint. inhibition, % at 15 µM. actives 0.67% (n = 360,000);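 active = compounds whose normalised, plate-corrected inhibition of enzyme fluorescence in the single-dose primary screen is 50% or more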;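 also: 0% = DMSO with enzyme and 100% = substrate without enzyme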
eLon inh: E. coli protease La inhibition. P0A9M0. purified E. coli Lon protease, fluorescence polarization. inhibition, % at 7.94 µM. actives 0.42% (n = 360,000). AID 602123; in the data active = inhibition above about 13%, passing the limit was not always enough;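 also: 0% = enzyme with probe and DMSO and 100% = no enzyme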
MsrA inh: bovine MsrA inhibition | purified bovine MsrA, absorbance read-out | inhibition, % at 15.5 µM | actives 0.75% (n = 360,000) | AID 651718; in the data active = inhibition above about 4.5%;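 also: 0% = vehicle wells with enzyme and 100% = reference inhibitor wells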
SKN-1 inh: inhibitors of C. elegans SKN-1; C. elegans VP596 Pgst-4::GFP/RFP ratio, acrylamide-induced, 24 h; inhibition, % at 21.8 µM; actives 0.49% (n = 360,000);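 active = interference check ratio from 0.5 to 1.5 plus GFP to RFP signal ratio inhibition reaching or exceeding a fixed threshold, cut at about 30% in these data, passing the limit was not always enough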; also: some compounds called inactive have numbers as strong as hits
The depositor's hits bear a star; . = not tested or not shown. An unsorted share of the library. About 4% of those tested had a hit in this group.

1. O=C(CN=C1NS(=O)(=O)c2ccccc21)OCC(=O)c1cc(F)ccc1F
2. CCn1c(COc2ccccc2C)nnc1SCC(=O)Nc1ccc2c(c1)OCCO2
3. COC(=O)c1ccc(CN(c2ccc(C)cc2)S(=O)(=O)c2ccc3c(c2)OCCO3)o1
4. NS(=O)(=O)c1cc(C(=O)Nc2ccc3c(c2)OCCCO3)ccc1Cl
5. CCn1nc(C)cc1C(=O)N(C)C1CCCN(Cc2ccccc2F)C1 (stereo not given)
6. CCc1nc(SCC(=O)Nc2ccc(F)cc2)c2c(=O)n(C)c(=O)n(C)c2n1
7. O=C(c1ccc(C#CC2(O)CCCCC2)cc1)N1CCOCC1
8. S=c1sscc1-c1ccccc1
9. Cc1nn(CCN)c(C)c1Cl
10. CCOC(=O)c1ccc(Nc2ncnc3nc[nH]c23)cc1

assay / compound | 1 | 2 | 3 | 4 | 5 | 6 | 7 | 8 | 9 | 10
Tb MetRS inh | -0.3 | -0.3 | -1.1 | -0.6 | 0.4 | -0.1 | -0.7 | 0.4 | -0.5 | 0.1
MsrA act | -4 | -2 | -2 | 0 | -2 | -5 | -2 | -5 | -5 | -2
NRP1-CendR mod | -14 | 4 | -4 | -4 | 15 | 1 | 10 | 16 | 0 | 10
PABP1 MLLE inh | -2 | -12 | -5 | 10 | -3 | -18 | 2 | 21 | 2 | -4
MT1-MMP act inh | 1 | 2 | 0 | -2 | -2 | -2 | 3 | -8 | 3 | -2
FAS-TE inh | -10 | 1 | 25 | -2 | -5 | 0 | -6 | 5 | -3 | -127
eLon inh | 0 | -5 | 3 | 6 | -4 | -7 | 1 | -6 | -6 | 5
MsrA inh | -0.2 | 1.7 | -0.6 | -0.9 | 1.9 | 0.7 | -1.0 | -0.3 | 0.1 | 2.1
SKN-1 inh | -8 | 12 | 10 | 18 | 6 | 1 | -10 | 3 | 1 | 6

11. CC1(C)O[C@@H]1COc1c2ccoc2cc2oc(=O)ccc12
12. COc1ccc(OCc2ccc(-c3nc4ccccc4c(=O)n3N)o2)cc1
13. CCCCCCn1c(Br)nc2c1c(=O)n(C)c(=O)n2C
14. CC(=O)NCCc1nc2cc(NC(=O)c3ccc(Cl)cc3)ccc2n1C
15. CCN1C(=O)[C@H]2[C@@H](c3ccc(C(F)(F)F)cc3)N[C@]3(CCCN(Cc4ccc(C)cc4)C3=O)[C@H]2C1=O
16. Cc1ccc(C(=O)C2CCN(CC(=O)NCc3ccc(F)cc3)CC2)cc1
17. Cc1ccccc1-n1c(SC/C(O)=C(\C#N)c2nc3ccccc3[nH]2)nnc1-c1ccncc1
18. NC(=O)CC(NC(=O)Cc1ccc(Cl)cc1)c1ccc(NCc2ccccc2)c([N+](=O)[O-])c1 (stereo not given)
19. CCN(CC)C(=S)Nc1c(C)n(C)n(-c2ccccc2)c1=O
20. O=C(CCC(=O)c1cccs1)Nc1ccc(N2CCCCC2)cc1

assay / compound | 11 | 12 | 13 | 14 | 15 | 16 | 17 | 18 | 19 | 20
Tb MetRS inh | -0.4 | 0.0 | -0.3 | -1.9 | -1.1 | 0.3 | -0.1 | -0.1 | 0.0 | 0.7
MsrA act | -2 | -1 | -5 | -13 | -3 | 0 | -6 | 3 | -1 | -13
NRP1-CendR mod | 6 | -13 | 3 | 1 | 3 | -10 | -39 | 1 | -8 | -3
PABP1 MLLE inh | -5 | -1 | 12 | -4 | 6 | 0 | -41 | -15 | -21 | -15
MT1-MMP act inh | 1 | 1 | -3 | -4 | 1 | 3 | -12 | 7 | 0 | -7
FAS-TE inh | -8 | 0 | 2 | -5 | 5 | 0 | -6 | -7 | 1 | 0
eLon inh | -6 | -7 | 0 | 6 | -10 | -1 | -10 | -16 | -12 | -5
MsrA inh | 0.2 | 2.4 | 0.1 | 0.3 | -0.1 | 0.2 | 1.1 | 1.8 | -0.7 | 0.1
SKN-1 inh | 0 | 10 | -7 | 3 | -2 | 11 | 1 | 12 | 1 | -15

21. COc1ccc(N(CC(=O)N/N=C/c2cccs2)S(=O)(=O)c2ccccc2)cc1
22. COc1ccc(S(=O)(=O)Nc2ccc3c(c2)OCO3)cc1OC
23. COc1ccc2[nH]c(=O)c(CN(C(=O)c3ccccn3)C3CCCCC3)cc2c1
24. CC(C)CNC(=O)c1cccc(NC(=O)c2ccc(NC(=O)c3ccco3)cc2)c1
25. CN(C(=S)NC(=O)c1ccc(Br)o1)c1ccccc1
26. CC(C)(C)c1nnc(NC(=O)CCS(=O)(=O)Cc2ccccc2)s1
27. CCn1c(-c2ccccc2)ccc(C#N)c1=O
28. Cc1ccc(N(C)S(=O)(=O)c2cccc(C(=O)NCC(c3cccs3)N3CCOCC3)c2)cc1 (stereo not given)
29. COCCCNS(=O)(=O)c1ccc(C)cc1
30. COc1cccc(C(=O)NCCS(=O)(=O)NCC2CCCO2)c1 (stereo not given)

assay / compound | 21 | 22 | 23 | 24 | 25 | 26 | 27 | 28 | 29 | 30
Tb MetRS inh | 0.1 | -0.2 | 5.4 | -0.2 | -0.6 | -0.3 | -0.6 | -0.6 | -0.9 | -0.6
MsrA act | -2 | 0 | -5 | -2 | -5 | -2 | 2 | -2 | 3 | -3
NRP1-CendR mod | 5 | -7 | -11 | -14 | -3 | 3 | -8 | -14 | 10 | -3
PABP1 MLLE inh | 10 | 8 | 12 | 9 | 30 | 15 | -2 | -1 | -2 | 6
MT1-MMP act inh | 0 | 0 | 4 | -1 | -1 | 1 | -2 | 3 | 0 | -2
FAS-TE inh | 28 | -2 | -5 | -14 | -12 | 1 | 19 | 8 | 0 | -7
eLon inh | -1 | -1 | 5 | -7 | 0 | -3 | 5 | -4 | 6 | 4
MsrA inh | 1.8 | -0.1 | 1.4 | -0.8 | -0.1 | -0.8 | -0.2 | 2.8 | 1.4 | -0.3
SKN-1 inh | -4 | 7 | 10 | 6 | 15 | -1 | 25 | -7 | 4 | 3

31. CN=c1scc(C)n1/N=C/c1ccc2c(c1)OCO2
32. Cn1c(=O)c2[nH]c(-c3cccnc3)nc2n(C)c1=O
33. CN(C)S(=O)(=O)c1ccc(Nc2ccc(-c3ccc4c(c3)OCCO4)nn2)cc1
34. CC(C)c1ccc(S(=O)(=O)N2CCC(C(=O)N3CCC3)CC2)cc1
35. CCc1ccc(Nc2nnc(SC3CCOC3=O)s2)cc1 (stereo not given)
36. COC(=O)c1cc(S(=O)(=O)N(C)C2CCCCC2)cn1C
37. Cc1cc(NC(=O)c2cc(-c3cccs3)on2)nn1Cc1ccc(Cl)cc1
38. CCC(C)NC(=O)CNC(=S)N(Cc1ccccc1)Cc1cccnc1 (stereo not given)
39. Cc1ccc(N/C(N)=N/c2nc(C)cc(C)n2)cc1
40. N/C(=N\OS(=O)(=O)c1ccc(Br)cc1)c1ccncc1

assay / compound | 31 | 32 | 33 | 34 | 35 | 36 | 37 | 38 | 39 | 40
Tb MetRS inh | -1.2 | 0.4 | -0.6 | -0.6 | -0.3 | -0.5 | 0.3 | -0.7 | -0.3 | -1.0
MsrA act | -7 | -2 | -6 | -7 | -4 | 0 | -1 | -3 | -5 | -4
NRP1-CendR mod | -2 | 2 | -6 | 1 | 3 | -4 | -6 | 0 | 2 | -3
PABP1 MLLE inh | -8 | 11 | 0 | 2 | -49 | -16 | 4 | -112 | 2 | -4
MT1-MMP act inh | -2 | -2 | 9 | 3 | 4 | 1 | 0 | -1 | -1 | 3
FAS-TE inh | -2 | -3 | -1 | 3 | -2 | -5 | 17 | -7 | -20 | -9
eLon inh | -14 | -3 | -3 | -3 | 3 | 9 | -3 | -5 | 0 | 1
MsrA inh | 4.3 | 2.1 | 1.7 | 0.1 | 0.4 | -0.8 | -0.6 | -0.9 | 0.0 | -0.3
SKN-1 inh | 6 | 6 | 9 | -9 | -10 | 10 | 2 | 4 | 1 | -14

41. CCCCN1C(=O)C(=O)N(CC(=O)c2ccc[nH]2)C1=O
42. CC(=O)NCCC(=O)Nc1cc(S(=O)(=O)Nc2ccc(Cl)cc2)ccc1N1CCCC1
43. CCN(CC)S(=O)(=O)c1c(Br)cc(C)cc1Br
44. CCC(C)(C#CCN1CCCCC1)OCCC#N (stereo not given)
45. Cc1cc(C)c([N+](=O)[O-])cc1NC(=O)CCSc1ccccc1Cl
46. COc1ccc(-c2cnc3c(c2)C(=O)N([C@H](C)CO)C[C@@H](C)[C@H](CN(C)Cc2ccccc2)O3)cc1
47. Cc1ccc2nc(-c3cccnc3SCC(=O)N3c4ccccc4CC3C)[nH]c2c1 (stereo not given)
48. O=C(COC(=O)c1cccc(S(=O)(=O)N2CCCC2)c1)Nc1ccccc1C(F)(F)F
49. O=C(C1CCC(=O)N1Cc1cccs1)N1CCOCC1 (stereo not given)
50. Cc1ccc2c(c1)sc1nncn12
51. Cc1ccc(-n2nc3c(N4CCC(C(=O)NCCc5ccccc5C)CC4)nnc(C)c3c2C)cc1
52. C=CCNC(=S)N1CCC(C(=O)c2ccc3c(c2)OCCO3)CC1
53. O=C(/C=C/c1ccc(-c2ccccc2)cc1)NCc1cccnc1

assay / compound | 41 | 42 | 43 | 44 | 45 | 46 | 47 | 48 | 49 | 50 | 51 | 52 | 53
Tb MetRS inh | -0.3 | -1.0 | -0.3 | -0.7 | -0.6 | -0.8 | -0.5 | -0.3 | -0.4 | -0.1 | -0.5 | -0.6 | -0.7
MsrA act | -2 | -5 | 5 | -1 | -6 | -2 | -5 | -4 | -3 | -3 | -5 | -2 | -3
NRP1-CendR mod | 0 | 5 | -17 | 3 | 3 | -1 | -2 | 13 | 8 | -7 | -25 | -7 | -5
PABP1 MLLE inh | -16 | 30 | 4 | 4 | 0 | -7 | 4 | 5 | 7 | 0 | -15 | -124 | 9
MT1-MMP act inh | -7 | 1 | 2 | -3 | 2 | 2 | 3 | 7 | 0 | -1 | -5 | -1 | 8
FAS-TE inh | -3 | 2 | 10 | -11 | 46 | -6 | -6 | 2 | -7 | -5 | 16 | -11 | 2
eLon inh | -7 | 0 | -10 | -7 | 0 | -5 | -10 | 6 | 2 | -24 | -3 | 3 | -3
MsrA inh | -0.4 | -0.2 | -1.0 | -1.4 | 0.7 | -0.7 | -0.3 | 0.2 | -2.4 | 1.0 | . | -0.2 | 1.7
SKN-1 inh | -3 | 7 | 7 | 3 | -4 | 7 | 9 | 4 | 8 | -2 | -3 | -8 | 5

3 entries from above, arranged by SMILES length, highest first.
46. COc1ccc(-c2cnc3c(c2)C(=O)N([C@H](C)CO)C[C@@H](C)[C@H](CN(C)Cc2ccccc2)O3)cc1
44. CCC(C)(C#CCN1CCCCC1)OCCC#N (stereo not given)
50. Cc1ccc2c(c1)sc1nncn12

assay / compound | 46 | 44 | 50
Tb MetRS inh | -0.8 | -0.7 | -0.1
MsrA act | -2 | -1 | -3
NRP1-CendR mod | -1 | 3 | -7
PABP1 MLLE inh | -7 | 4 | 0
MT1-MMP act inh | 2 | -3 | -1
FAS-TE inh | -6 | -11 | -5
eLon inh | -5 | -7 | -24
MsrA inh | -0.7 | -1.4 | 1.0
SKN-1 inh | 7 | 3 | -2

Record cards, as listed above. Screens in order: Tb MetRS inh	MsrA act	NRP1-CendR mod	PABP1 MLLE inh	MT1-MMP act inh	FAS-TE inh	eLon inh	MsrA inh	SKN-1 inh
`O=C(C1CCC(=O)N1Cc1cccs1)N1CCOCC1` (stereo not given) reads -0.4	-3	8	7	0	-7	2	-2.4	8
`O=C(COC(=O)c1cccc(S(=O)(=O)N2CCCC2)c1)Nc1ccccc1C(F)(F)F` reads -0.3	-4	13	5	7	2	6	0.2	4
